Compound activity as filed in PubChem BioAssay.
MPTP block = permeability transition pore inhibition; isolated mouse mitochondria, Ca2+ swelling absorbance, 30 min; inhibition, % at 10 µM; 360,000 tested, 1.4% active; AID 602449;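 active = inhibition of 50% or more, scaled per plate between neutral and stimulator controls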;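 also: 0% = DMSO wells given calcium and 100% = 1 mM EGTA wells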
APOBEC3A inh = inhibitors of human APOBEC3A DNA deaminase; recombinant A3A, FAM/TAMRA ssDNA deamination fluorescence; AID 493011; 330,000 tested, 0.41% active; inhibition, % at 20 µM; P31941;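 active = at least 40% inhibition at 20 µM here, with at most 30% in a related deaminase screen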;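 also: plate controls were A3A with DMSO for no effect and wells lacking A3A enzyme for full effect; some results filed as inactive read as strong as hits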
Target sequence (P31941 whole entry, looked up): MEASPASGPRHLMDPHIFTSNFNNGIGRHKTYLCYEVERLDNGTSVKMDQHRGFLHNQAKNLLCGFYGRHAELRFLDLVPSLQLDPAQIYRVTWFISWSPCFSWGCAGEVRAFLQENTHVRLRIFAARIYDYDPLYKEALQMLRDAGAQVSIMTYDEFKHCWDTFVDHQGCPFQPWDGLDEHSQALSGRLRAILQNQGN
ATG4B inhibitor = ATG4B (human) cysteine protease inhibition; AID 504462; ATG4B cleavage of LC3-PLA2, NBD-HPC fluorescence, 1 h; Q9Y4P1; 340,000 tested, 0.51% active; inhibition, % at 8.33 µM; in the data active = inhibition above about 40%
hIAP act = human IAP activation; activation factor at 10 µM; purified human IAP, CDP-Star luminescence, 30 min; active compounds read high; 1 = vehicle-only enzyme, 0 = enzyme-free background; 330,000 tested, 0.16% active; P09923;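 active = activation factor of the enzyme at least 2-fold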; also: the source names both 10 and 20 µM as test concentration; values of inactives mirror those of a sister screen read the other way
Target sequence (P09923 whole entry, looked up): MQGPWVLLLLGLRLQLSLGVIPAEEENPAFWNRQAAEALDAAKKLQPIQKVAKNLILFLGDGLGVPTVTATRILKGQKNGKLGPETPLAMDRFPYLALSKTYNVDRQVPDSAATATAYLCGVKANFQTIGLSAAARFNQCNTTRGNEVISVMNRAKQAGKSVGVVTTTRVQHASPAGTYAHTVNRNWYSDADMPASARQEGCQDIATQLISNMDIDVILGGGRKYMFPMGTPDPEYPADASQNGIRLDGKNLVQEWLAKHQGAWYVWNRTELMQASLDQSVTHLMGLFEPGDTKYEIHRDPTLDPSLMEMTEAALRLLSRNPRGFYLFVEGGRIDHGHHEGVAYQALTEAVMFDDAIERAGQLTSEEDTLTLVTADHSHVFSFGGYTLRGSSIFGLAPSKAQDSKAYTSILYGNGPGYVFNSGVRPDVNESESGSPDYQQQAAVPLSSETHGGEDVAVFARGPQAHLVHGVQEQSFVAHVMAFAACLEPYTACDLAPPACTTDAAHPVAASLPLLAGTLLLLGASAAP
mIAP act = mouse IAP activation. activation factor at 10 µM. AID 2805. 330,000 tested, 0.24% active. muIAP, CDP-Star luminescence, 30 min; active compounds read high; 1 = vehicle-only enzyme signal, 0 = enzyme-free wells;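 active = activation factor of at least 2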; also: the source names both 10 and 20 µM as test concentration; values of inactives mirror those of a sister screen read the other way
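Assay system: mouse IAP enzyme; reagent: chemiluminescent substrate CDP-Star; dosing: test compounds delivered from DMSO solution; schedule: 30 min at room temperature; measured by: luminescence from enzymatic CDP-Star hydrolysis; controls: DMSO-only wells and no-enzyme negative control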
beta cell repl = inducers of beta-cell replication in MIN6 cells | MIN6 cells proliferation, ATPlite luminescence, 48 h; cells starved in 0.2% serum; 100% = growth in 10% serum | proliferation, % at 10 µM | 330,000 tested, 0.29% active;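 active = compounds whose signal lies at least 3.5 SD above the mean of all wells on their plate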;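 also: 0% = DMSO-treated cells in low-serum medium and 100% = 10% serum control; some compounds called inactive have numbers as strong as hits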
A3G deaminase = APOBEC3G (human) deaminase inhibition | recombinant A3G, ssDNA deamination FAM/TAMRA fluorescence | inhibition, % at 20 µM | Q9HC16 | 330,000 tested, 0.28% active | AID 493012;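 active = inhibition of at least 40% at 20 µM, with no more than 30% in the related APOBEC3A deaminase screen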;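 also: plate controls were DMSO wells with A3G for no effect and wells lacking A3G enzyme for full effect; some compounds called inactive have numbers as strong as hits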
mIAP block = mouse IAP inhibition | purified mouse IAP, CDP-Star luminescence, 30 min | inhibition, % at 10 µM | 330,000 tested, 0.2% active;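 active = inhibition of at least 40% at 10 µM in the primary screen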;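 also: plate controls were DMSO with enzyme for no effect and no enzyme wells for full effect; values of inactives mirror those of a sister screen read the other way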
hIAP inh = blocks human intestinal alkaline phosphatase | purified IAP, CDP-Star luminescence, 30 min | inhibition, % at 10 µM | 330,000 tested, 0.12% active | P09923;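 active = inhibition reaching a set limit with compound at 10 µM in the primary screen, cut at about 35% in these data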;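 also: plate controls were DMSO wells with enzyme for no effect and no-enzyme buffer wells for full effect; values of inactives mirror those of a sister screen read the other way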
* hit, by the source's call.

SMILES	MPTP block	APOBEC3A inh	ATG4B inhibitor	hIAP act	mIAP act	beta cell repl	A3G deaminase	mIAP block	hIAP inh
COC(=O)c1ccc(S(=O)(=O)N2CCCC2)o1	2.9	-6	3	1.2	1	3	-9	-3	-23
COc1ccc([C@H]2CC(=O)C=C(c3cc(C=O)ccc3OC)C2)cc1	-1.8	3	9	1.3	0.99	-3	3	1	-26
CC(C)NC(=O)CSCc1c(F)cccc1Cl	0.0	-2	9	0.89	0.95	2	-6	4	11
CSCCC(NS(=O)(=O)c1ccccc1F)C(=O)NCC(c1ccc(F)cc1)N1CCOCC1 (configuration not stated)	-0.6	-4	4	1.1	0.88	-4	-9	12	-5
COc1nc(-c2ccccc2)nc(-c2ccccc2)c1C	0.4	-5	7	1	0.99	-4	-12	1	-2
COc1cccc(/C=C2\SC(=S)N(CCC(=O)N3CCCCC3)C2=O)c1	-0.5	0	-5	1.2	1	0	-5	-1	-16
CC1(C)Cc2c(sc3[nH]c(=S)[nH]c(=O)c23)CO1	-0.8	-2	8	0.95	0.92	1	9	8	5
COc1ccc(C(=O)CC(=O)C(=O)Nc2cc(OC)c(OC)c(OC)c2)cc1	4.5	-6	-13	0.97	0.92	1	-5	8	3
O=C(OCc1nnc(-c2ccccc2)o1)c1ccc2c(c1)OCCO2	-9.9	-3	-2	1	0.96	0	-4	4	-1
Cc1ccc(S(=O)(=O)N(CCC(=O)NCc2ccc(S(N)(=O)=O)cc2)c2ccccc2)cc1	-1.0	-3	4	0.89	0.97	0	-6	3	11
O=C(NCc1cn2ccsc2n1)Nc1ccc(Cl)cc1	-1.7	5	-10	1.1	1.1	-2	0	-6	-14
CCOC(=O)C1(CC2CC2)CCN(C(=O)c2ocnc2C)CC1	-0.2	-5	-7	1.1	1.1	-3	-8	-9	-5
CC1(C)C(=O)Nc2ccccc2N1C(=O)COC(=O)c1cc(S(C)(=O)=O)ccc1Cl	-2.3	0	-9	1.2	1.1	-4	-3	-7	-16
N/C(CS(=O)(=O)c1ccccc1)=N\OC(=O)c1ccc(F)cc1	-0.4	0	-13	0.8	0.92	0	-3	8	20
NS(=O)(=O)c1ccc(CNC(=O)Cc2cccs2)cc1	0.2	23	8	1.2	0.77	-2	5	23	-20
COc1cccc(C(=O)N2CCN(Cc3cc(Br)ccc3OC)CC2)c1	-2.8	-5	-15	0.93	1	0	-7	-1	7
COc1ccc2nc(SC(C)C(=O)NC3CCCCC3)[nH]c2c1 (configuration not stated)	-0.2	-1	-3	1	0.98	1	-6	2	-1
Cc1cc(NC(=O)CSc2nccn2-c2cccc(C)c2C)no1	1.5	4	-5	0.97	1	-4	5	-2	3
Cc1ccc(CN(C)C(=O)CCc2nc3sc4c(c3c(=O)[nH]2)CCCC4)o1	-0.5	2	1	1	1	1	-3	-1	-4
COc1ccc(CNC(=O)C2CCN(S(C)(=O)=O)CC2)c(OC)c1	-0.7	-1	-2	1.2	0.97	-1	-9	3	-20
CCN(CC)S(=O)(=O)c1ccc(C)c(NC(=O)CN2C(=O)NC3(CCCC3)C2=O)c1	-1.6	0	-2	1	0.92	6	-2	8	-1
O=C(c1ccccc1)N1CN2CN(C(=O)c3ccccc3)CC([N+](=O)[O-])(C2)C1	-0.1	-4	-6	0.93	0.97	-1	-4	3	7
CSc1cccc(NC(=S)N(Cc2ccccc2)Cc2cccnc2)c1	-1.2	-2	-15	1.1	1.1	-3	-13	-10	-8
CCC(C)(O)c1[nH]c2ccc(C(F)(F)F)cc2c1C (configuration not stated)	5.3	-3	4	0.98	1.1	-5	-8	-6	2
O=C1CC2(CCCC2)C(=O)N1CN1CCN(S(=O)(=O)c2ccc(Cl)c(Cl)c2)CC1	-0.5	-1	-8	1.1	0.94	-4	-5	6	-14
SMILES	MPTP block	APOBEC3A inh	ATG4B inhibitor	hIAP act	mIAP act	beta cell repl	A3G deaminase	mIAP block	hIAP inh
N#Cc1ccc(Oc2cc(C(F)(F)F)nc(-c3ccccn3)n2)cc1	0.7	3	-10	1	1	2	17	-2	-1
S=C(Nc1ccccc1Cl)N1CCCCC1	0.6	0	5	1.2	1.1	3	-6	-9	-17
CC1=CC(C)C2C(=O)N(O)C(=O)C2C1 (configuration not stated)	-3.4	3	-7	1.1	0.89	0	-5	11	-14
O=C(Nc1ccc2oc(-c3ccc4ccccc4c3)nc2c1)c1cccs1	-1.3	-4	-5	1.2	0.99	-4	-1	1	-21
CCOC(=O)CSc1nc2c(cnn2-c2ccc(C)cc2)c(=O)[nH]1	0.9	-4	-6	1.1	0.97	-2	-6	3	-9
O=C(O)Cc1sc(N/N=C\c2ccccc2)nc1-c1ccccc1	6.3	-2	28	0.76	0.9	-3	4	10	24
CC1CCCCC1NC(=O)C(C)N1C(=O)c2ccccc2C1=O (configuration not stated)	-0.1	-7	-1	0.98	1.1	-2	-11	-7	2
O=C(NNc1nc(-c2ccccc2)cs1)c1cccs1	1.1	-1	-5	1.2	1	-4	-4	-4	-23
O=C(N/N=C/c1ccccc1)c1cccc2ccccc12	1.5	-4	0	0.94	0.96	0	-10	4	6
CC(C)(C)OC(=O)N1CCC(NC(=O)c2nc[nH]c2C(=O)N2CCc3ccccc3C2)CC1	-0.9	-6	-7	1.2	0.87	-3	-8	13	-21
COc1cc(CCCN2C(N)=NC[C@@H]2Cc2ccccc2)cc(OC)c1OC	1.0	3	-3	1.1	0.99	-1	2	1	-5
COC(=O)CCC(=O)NC(=S)Nc1ccc(S(=O)(=O)N2CCCC2)cc1	1.2	-4	0	1.1	1.1	-3	-9	-7	-11
CCCC12CN3CCN(CC(C3)/C1=N\NC(=O)c1ccccc1N)C2	-0.6	4	-2	0.88	1.1	-2	0	-5	12
C=CCSc1nnc(-c2cc(Br)ccc2N)c(=O)[nH]1	-0.5	0	2	0.92	1	0	-4	-3	8
CCCn1c(=O)c2c(nc(Br)n2CCC)n(C)c1=O	-0.2	-5	-10	1.1	1	0	-8	-3	-14
O=C(Nc1ccnn1C1CCN(CCCc2ccccc2)CC1)c1ccccc1	0.0	-7	-1	1.3	1.1	-3	-8	-9	-34
Cc1ccc(Cn2ncn3c(cc4ccccc43)c2=O)cc1	3.6	1	-6	0.91	0.99	-4	4	1	9
COc1ccc([C@@H]2[C@@H]3C(=O)N(C(C)(C)C)C(=O)[C@@H]3[C@]3(Cc4ccccc4)C(=O)N(c4ccc(Br)cc4)C(=O)N23)cc1	11	-6	0	1.1	1	-8	-14	0	-8
Cc1ccc2c(c1)sc1nc(=O)n(-c3cccc(Cl)c3)c(=O)n12	28	-1	-3	0.88	1.1	-6	-6	-7	12
CCOC(=O)C(NC(=O)C1CCCN1C(=O)OCc1ccccc1)C(=O)OCC (configuration not stated)	1.2	-3	8	1	1.1	-2	-6	-9	-5
CCCc1ccc(C(=O)NNc2ccc(F)cc2)cc1	2.8	-2	-8	1.1	1.2	-2	-4	-16	-14
CS(=O)(=O)N(CC(=O)N1CCCCCC1)Cc1ccc(Cl)cc1	-0.2	0	-1	0.88	0.95	-1	-2	5	12
CCN(C(=O)CSc1nnnn1-c1ccccc1OC)C1CCS(=O)(=O)C1 (configuration not stated)	-1.0	1	9	1.1	0.95	3	-3	5	-12
Cc1ccc(C2N(c3ccc(Cl)cc3)C(=O)N3CCCN23)cc1 (configuration not stated)	26	-3	0	1.1	1.1	6	-6	-11	-10
CC(C)NC(=O)NC(=O)CSc1ncc(C(F)(F)F)cc1Cl	-0.1	5	5	1.1	1	-4	-2	-1	-10

Part of the list above in a different format.
Structure | MPTP block | APOBEC3A inh | ATG4B inhibitor | hIAP act | mIAP act | beta cell repl | A3G deaminase | mIAP block | hIAP inh
O=C(Nc1ccnn1C1CCN(CCCc2ccccc2)CC1)c1ccccc1 | 0.0 | -7 | -1 | 1.3 | 1.1 | -3 | -8 | -9 | -34
Cc1ccc(Cn2ncn3c(cc4ccccc43)c2=O)cc1 | 3.6 | 1 | -6 | 0.91 | 0.99 | -4 | 4 | 1 | 9
COc1ccc([C@@H]2[C@@H]3C(=O)N(C(C)(C)C)C(=O)[C@@H]3[C@]3(Cc4ccccc4)C(=O)N(c4ccc(Br)cc4)C(=O)N23)cc1 | 11 | -6 | 0 | 1.1 | 1 | -8 | -14 | 0 | -8
Cc1ccc2c(c1)sc1nc(=O)n(-c3cccc(Cl)c3)c(=O)n12 | 28 | -1 | -3 | 0.88 | 1.1 | -6 | -6 | -7 | 12
CCOC(=O)C(NC(=O)C1CCCN1C(=O)OCc1ccccc1)C(=O)OCC (configuration not stated) | 1.2 | -3 | 8 | 1 | 1.1 | -2 | -6 | -9 | -5
CCCc1ccc(C(=O)NNc2ccc(F)cc2)cc1 | 2.8 | -2 | -8 | 1.1 | 1.2 | -2 | -4 | -16 | -14
CS(=O)(=O)N(CC(=O)N1CCCCCC1)Cc1ccc(Cl)cc1 | -0.2 | 0 | -1 | 0.88 | 0.95 | -1 | -2 | 5 | 12
CCN(C(=O)CSc1nnnn1-c1ccccc1OC)C1CCS(=O)(=O)C1 (configuration not stated) | -1.0 | 1 | 9 | 1.1 | 0.95 | 3 | -3 | 5 | -12
Cc1ccc(C2N(c3ccc(Cl)cc3)C(=O)N3CCCN23)cc1 (configuration not stated) | 26 | -3 | 0 | 1.1 | 1.1 | 6 | -6 | -11 | -10
CC(C)NC(=O)NC(=O)CSc1ncc(C(F)(F)F)cc1Cl | -0.1 | 5 | 5 | 1.1 | 1 | -4 | -2 | -1 | -10

Next section:
SMILES	MPTP block	APOBEC3A inh	ATG4B inhibitor	hIAP act	mIAP act	beta cell repl	A3G deaminase	mIAP block	hIAP inh
CNc1c(N)n(Cc2ccccc2)c(=O)[nH]c1=O	0.7	2	-2	0.92	1	0	-3	-2	8
O=C(CSc1nnnn1-c1ccccc1)NCCCN1CCCC1=O	0.7	0	-3	1.1	1	-4	1	-2	-10
Cc1cccn2c(=O)c3cc(C(=O)NCC4CCCO4)c(=N)n(C4CCCC4)c3nc12 (configuration not stated)	-0.7	0	2	0.94	0.94	1	15	6	6
Cn1c(C(C(=O)NCC2CCCO2)N(CCc2ccccc2)C(=O)Cn2nnc3ccccc32)nc2ccccc21 (configuration not stated)	0.4	0	25	1	0.95	-1	-1	5	-3
CCOC(=O)N1CCN(C(=O)c2ccc(N(Cc3ccccc3)S(C)(=O)=O)cc2)CC1	-0.4	-1	3	0.93	0.97	2	-1	3	7
CCN(c1ccc(C)c(C)c1)S(=O)(=O)c1c(C)[nH]c(=O)[nH]c1=O	-1.1	-5	-4	1.1	0.96	-2	-7	4	-8
Cn1c(SCC(=O)N2c3ccccc3Sc3ccccc32)nnc1-c1ccco1	-1.1	10	-12	0.83	0.96	0	2	4	17
CCC(C)(C(=O)NC1CCCCC1)N(Cc1ccco1)C(=O)Cc1cccs1 (configuration not stated)	-0.8	-6	-4	0.99	1.1	2	-7	-7	1
O=C(COC(=O)c1cc(S(=O)(=O)N2CCCC2)ccc1O)NCCc1ccccc1	-0.5	0	0	1.1	0.83	-2	-4	17	-6
C=CCOc1c(Br)cc(CNc2ccc(NC(=O)CCC)cc2)cc1OCC	-11	-5	2	0.96	0.91	-4	-5	9	4
CC(C)(C)c1ccc(S(=O)(=O)N2CCC(O)(c3ccc(Cl)cc3)CC2)cc1	84*	0	-9	1	1.2	-6	-3	-20	-3
O=C1CCCN1c1ccc(N2CCCC2=O)cc1	-0.7	-4	-1	0.98	0.94	-1	-6	6	2
CC(=O)Nc1cccc(N=NN2CCCCC2)c1	-0.6	5	-8	0.95	0.98	1	-15	2	5
